Screening results deposited in PubChem BioAssay by National Center for Advancing Translational Sciences (NCATS).
PKM2 activator – qHTS Assay for Activators of Human Muscle isoform 2 Pyruvate Kinase | Pyruvate kinase PKM (Homo sapiens), P14618 | purified PKM2, Kinase-Glo ATP luminescence, activation; response scale: 0% is enzyme alone, no compound | Potency, µM (highest dose often 57.5 µM), without a hit: at the top dose activation, most hits filed as activators | 0.34% of 260,000 active; further: potency means the concentration at half of the fitted maximal effect; on the % scale 0 is the no-effect control and ±100 the full control effect; nearly all actives have a fitted effect of over 55% in size
Target sequence (P14618 whole entry, looked up, canonical isoform): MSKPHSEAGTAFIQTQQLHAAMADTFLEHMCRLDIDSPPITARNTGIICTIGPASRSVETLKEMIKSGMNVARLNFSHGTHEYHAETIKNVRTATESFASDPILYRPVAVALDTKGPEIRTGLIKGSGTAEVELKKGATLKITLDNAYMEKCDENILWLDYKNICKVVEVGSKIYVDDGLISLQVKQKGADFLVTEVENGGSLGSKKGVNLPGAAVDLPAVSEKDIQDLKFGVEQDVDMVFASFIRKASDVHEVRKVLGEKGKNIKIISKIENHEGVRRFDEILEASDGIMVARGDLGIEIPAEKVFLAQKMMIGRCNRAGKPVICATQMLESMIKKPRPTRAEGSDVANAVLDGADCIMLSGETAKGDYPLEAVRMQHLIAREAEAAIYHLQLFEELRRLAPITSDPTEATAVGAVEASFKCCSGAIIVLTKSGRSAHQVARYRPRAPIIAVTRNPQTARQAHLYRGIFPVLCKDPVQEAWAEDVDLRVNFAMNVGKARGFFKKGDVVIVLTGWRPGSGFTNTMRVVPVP
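Purified hPK-M2 (>95% pure) converted ADP (0.1 mM final) to ATP with 0.5 mM PEP in 50 mM imidazole pH7.2, KCl, MgCl2, Tween 20, BSA; 1 h at room temperature. ATP detected by Kinase-Glo luminescence.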
Menin MLL FP TR – qHTS Assay for Inhibitors Targeting the Menin-MLL Interaction in MLL Related Leukemias: Competition With Texas Red Labeled MLL-derived Mutant Peptide; Menin + Texas Red MLL mutant peptide, fluorescence polarization; Potency, µM (doses to about 61.6 µM), for inactives: at the top dose FP activity change, negative = inhibition, hits mostly inhibitors; 0.23% of 270,000 active; active means well fitted inhibition curve with a large enough effect in the polarisation, with a control signal flat, not every such curve was filed as active; inconclusive means small, poorly fitted or top-dose-only effect, or effect the other way, or a change in a side signal; inactive means no such curve, though single readings can be large or run the other way; the % refers to the polarisation; further: potency means the concentration at half of the fitted maximal effect; % of control where 0% means no effect; many of its hits are not listed in these tables
MBNL1 CUG block – qHTS Assay for Inhibitors of MBNL1-poly(CUG) RNA binding | 0.036% of 280,000 active | TR-FRET MBNL1-His/biotin-(CUG)12 binding, 665/545 ratio | Potency, µM (highest dose often 57.5 µM), without a hit: at the top dose activity change, negative = inhibition, usual class: inhibitors | Muscleblind-like protein 1 (Homo sapiens), Q9NR56; active means well fitted inhibition curve with a large enough effect in the signal ratio, with a control signal flat, not every such curve was filed as active; inconclusive means small, poorly fitted or top-dose-only effect, or effect the other way, or a change in a side signal; inactive means no such curve, though single readings can be large or run the other way; the % refers to the signal ratio; further: potency means the concentration at half of the fitted maximal effect; on the % scale 0 is the no-effect control and ±100 the full control effect
Target sequence (Q9NR56 whole entry, looked up): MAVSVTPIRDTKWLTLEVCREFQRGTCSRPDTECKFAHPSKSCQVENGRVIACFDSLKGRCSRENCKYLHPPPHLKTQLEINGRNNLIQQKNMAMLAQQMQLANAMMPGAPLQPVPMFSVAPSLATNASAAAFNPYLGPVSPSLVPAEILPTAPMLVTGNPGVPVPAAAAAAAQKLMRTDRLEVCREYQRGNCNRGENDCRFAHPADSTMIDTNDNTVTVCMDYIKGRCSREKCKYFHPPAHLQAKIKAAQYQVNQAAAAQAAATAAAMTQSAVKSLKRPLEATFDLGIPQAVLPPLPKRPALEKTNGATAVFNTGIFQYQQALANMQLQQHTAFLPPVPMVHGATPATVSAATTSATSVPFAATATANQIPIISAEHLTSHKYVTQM
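Compound titration spanned 92 nM–58 uM against the MBNL1-His/biotin-(CUG)12 complex. After 60 min at room temperature with 5 nM streptavidin-XL665 and 0.055 ng/ul terbium anti-His, ratiometric 665/545 nm emission (Ex 340 nm) normalized to controls.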
ELG1 DNA repair – qHTS screen for small molecules that inhibit ELG1-dependent DNA repair in human embryonic kidney (HEK293T) cells expressing luciferase-tagged ELG1 | Potency, µM (highest dose often 46.1 µM), inactives show top-dose activity change, negative = inhibition, most hits filed as inhibitors | HEK293T ELG1-luciferase reporter, luminescence, 16 h; DNA damage induced by 5-fluorouridine | 2.3% of 330,000 active; further: potency means the concentration at half of the fitted maximal effect; on the % scale 0 is the no-effect control and ±100 the full control effect; nearly all actives have a fitted effect of over 55% in size
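HEK293T cells expressing luciferase-tagged ELG1 (2,000/well) received 5-Fluorouridine plus compound or DMSO for 16 hr at 37 °C. Luciferase was read by ONE-Glo luminescence after 30 min at room temperature.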
RORg inh – qHTS for inhibitors of ROR gamma transcriptional activity; Potency, µM (doses to about 53.6 µM), without a hit: top-dose activity change, negative = inhibition, most hits filed as inhibitors; Nuclear receptor ROR-gamma (Mus musculus), P51450; 5.4% of 310,000 active; Drosophila S2 Gal4-RORgamma UAS-luciferase reporter, 20 h; further: potency means the concentration at half of the fitted maximal effect; on the % scale 0 is the no-effect control and ±100 the full control effect; nearly all actives have a fitted effect of over 60% in size
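Stably transfected Drosophila Schneider cells are the test system, with ROR gamma fused to Gal4 and luciferase under UAS control; luminescence is read after 20 hr of 700 uM copper sulfate induction at ambient temperature.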
KCNH2 3.1 inh – qHTS for Inhibitors of KCHN2 3.1: Mutant qHTS | Potassium voltage-gated channel subfamily H member 2, brain isoform KCNH2 3.1 (human) | U2OS KCNH2 3.1, thallium flux FluxOr; stronger effect = lower value | activity change, % (tested at about 1.8 µM) | 0.95% of 340,000 active | AID 720553, 2013;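 active means maximum activity change below -70%; inconclusive means maximum activity change from -70% to -50%; inactive means maximum activity change above -50%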;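 further: thallium influx rate constant from kinetic fluorescence after stimulation buffer; on the % scale 0 is the no-effect control and ±100 the full control effect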
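We transduce U2OS cells with the mutant 3.1 virus, culture them overnight, load FluxOr with Red40 quencher for 45 min, then add stimulation buffer and read kinetically for 2 min to derive a normalized rate constant.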
FLuc modulator – qHTS profiling assay for firefly luciferase inhibitor/activator using purifed enzyme and Km concentrations of substrates (counterscreen for miR-21 project). Luciferin 4-monooxygenase (Photinus pyralis), P08659. Potency, µM (titrated, usually from 57.5 µM), without a hit: at the top dose activity change, negative = inhibition, actives largely listed as inhibitors. purified FLuc, Km substrates, luminescence inhibition. 6.9% of 360,000 active;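 further: potency means the concentration at half of the fitted maximal effect; plate controls were vehicle for no effect and reference inhibitor for full effect; nearly all actives have a fitted effect of over 55% in size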
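Purified P. pyralis luciferase (10nM final) with 10uM D-luciferin and 10uM ATP (Km levels) in 50mM Tris acetate pH 7.5, 10mM Mg acetate, 0.01% Tween-20, 0.05% BSA; qHTS 6-point titration, ~60 µM downward; luminescence read.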
Rab9 prom act – qHTS Assay for Rab9 Promoter Activators; 2.8% of 320,000 active; Potency, µM (doses to about 9.22 µM), for the others: top-dose activation, negative = inhibition, actives largely listed as activators; Huh7 Rab9 promoter-luciferase reporter, luminescence, 24 h; AID 485297, 2010; further: potency means the concentration at half of the fitted maximal effect; % of control where 0% means no effect; nearly all actives have a fitted effect of over 60% in size
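Measured in stably transfected Huh7 cells bearing a Rab9 promoter–luciferase construct: 24 h compound treatment at 37 °C, followed by luminescence detection.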
NPC1 promoter act – qHTS Assay for NPC1 Promoter Activators | Huh7 NPC1 promoter luciferase reporter, 24 h | AID 485313, 2010 | Potency, µM (doses to about 9.22 µM), for inactives: top-dose activation, most hits filed as activators | 2.4% of 320,000 active;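 further: potency means the concentration at half of the fitted maximal effect; % of control where 0% means no effect; nearly all actives have a fitted effect of over 60% in size; reporter is driven by a mutant NPC1 promoter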
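Huh7 reporter cells (NPC1 promoter driving luciferase) are dosed with compound for 24 h at 37 °C, 5% CO2; luciferase detection reagent is then added and luminescence measured after 10 min at ambient temperature.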
Mito fusion yeast – qHTS Assay for Small Molecule Inhibitors of Mitochondrial Division or Activators of Mitochondrial Fusion; S. cerevisiae fusion-defective mutant growth rescue, CellTiterGlo 48 h; Potency, µM (titrated, usually from 46.1 µM), inactives show top-dose growth rescue (activation), actives largely listed as activators; 0.23% of 320,000 active; AID 485298, 2010;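 further: potency means the concentration at half of the fitted maximal effect; % of control where 0% means no effect; nearly all actives have a fitted effect of over 45% in size; temperature-sensitive fusion mutants such as fzo1-1 at 37 °C on non-fermentable ethanol glycerol medium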
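Read-out: ATP-based luminescence (CellTiterGlo, 10 min ambient) reporting growth of fusion-defective ts yeast after 48 hours at 37C on glycerol/ethanol YPEG medium in the presence of compound.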
Gal4-VP16 FLuc – VP16 counterscreen qHTS for inhibitors of ROR gamma transcriptional activity. Drosophila S2 Gal4-VP16 UAS-luciferase, luminescence, 20 h. Potency, µM (titrated, usually from 53.6 µM), for the others: top-dose activity, negative = inhibition, usual class: inhibitors. 3.5% of 310,000 active. AID 2546, 2010;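 further: Gal4-VP16 expression switched on by copper sulfate through the metallothionein promoter; potency means the concentration at half of the fitted maximal effect; on the % scale 0 is the no-effect control and ±100 the full control effect; nearly all actives have a fitted effect of over 50% in size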
Starred values were filed as active, the others as inactive; ? = inconclusive; · = not tested or not shown; & = joins results of further samples; [ ] = remark or other dose. Unless noted, the call rests on the fitted dose curve; in most records, active means well fitted curve in the direction sought with a large enough effect; inconclusive means small, poorly fitted or top-dose-only effect, or another doubt; inactive means no such curve, though single readings can be large; an effect the other way counts as inactive or inconclusive.

Each structure is followed by: PKM2 activator	Menin MLL FP TR	MBNL1 CUG block	ELG1 DNA repair	RORg inh	KCNH2 3.1 inh	FLuc modulator	Rab9 prom act	NPC1 promoter act	Mito fusion yeast	Gal4-VP16 FLuc
1: O=C(/C=C/c1cccc([N+](=O)[O-])c1)N1CC[C@@]2(O)CCCC[C@H]2C1
  -1%	·	?	1%	-4%	2	2%	-3%	-2%	0%	5%
2: CC1COc2ccccc2N1C(=O)c1ccc(F)cc1 (stereo not given)
  ·	?	-14%	-1%	24%	-1	1%	8%	-1%	13%	9%
3: O=C(/C=C/c1ccc([N+](=O)[O-])cc1)OCc1cnc(-c2ccccc2)o1
  3%	-6%	?	5%	-4%	-3	-3%	4%	1%	6%	-1%
4: O=C1CCCc2ccccc2N1
  -12%	6%	-2%	?	0%	12	-4%	0%	6%	0%	-12%
5: Nc1cc(=O)[nH]c(SCC(=O)Nc2cc([N+](=O)[O-])ccc2Cl)n1
  -1%	18%	?	5%	-16%	7	-10%	-4%	0%	3%	-20%
6: O=C(COC(=O)CCSc1ccccc1)NCc1ccccc1Cl
  1%	5%	-19%	?	10%	10	-16%	8%	2%	3%	4%
7: Cc1cccc(NC2CCCCC2NS(=O)(=O)c2ccccc2)c1 (stereo not given)
  6%	-10%	3%	-5%	6%	1	2%	-4%	-5%	5%	-12%
8: COc1cccc(CNC(=O)c2ccccc2-c2ccccc2C(=O)O)c1
  -2%	1%	-2%	1%	-11%	20	1%	8%	1%	1%	-12%
9: CC(NC(=O)C1CCC(=O)N1Cc1ccc(F)cc1)c1ccc2c(c1)OCCO2 (stereo not given)
  -1%	-5%[11.7 µM]	12%	1%	33%	21	0%	-1%	-2%	-2%	2%
10: Cc1cccc2nc(CSc3nnc4ccccn34)cn12
  -8%	0%	-4%	·	11µM*	27	11µM*	·	·	-2%	?

Some of the entries so far, with one line to a screen.
#1 O=C(/C=C/c1cccc([N+](=O)[O-])c1)N1CC[C@@]2(O)CCCC[C@H]2C1
#2 CC1COc2ccccc2N1C(=O)c1ccc(F)cc1 (stereo not given)
#3 O=C(/C=C/c1ccc([N+](=O)[O-])cc1)OCc1cnc(-c2ccccc2)o1
#4 O=C1CCCc2ccccc2N1
#5 Nc1cc(=O)[nH]c(SCC(=O)Nc2cc([N+](=O)[O-])ccc2Cl)n1
#6 O=C(COC(=O)CCSc1ccccc1)NCc1ccccc1Cl
#7 Cc1cccc(NC2CCCCC2NS(=O)(=O)c2ccccc2)c1 (stereo not given)
#8 COc1cccc(CNC(=O)c2ccccc2-c2ccccc2C(=O)O)c1
#9 CC(NC(=O)C1CCC(=O)N1Cc1ccc(F)cc1)c1ccc2c(c1)OCCO2 (stereo not given)
#10 Cc1cccc2nc(CSc3nnc4ccccn34)cn12
compound no.	1	2	3	4	5	6	7	8	9	10
PKM2 activator	-1%	·	3%	-12%	-1%	1%	6%	-2%	-1%	-8%
Menin MLL FP TR	·	?	-6%	6%	18%	5%	-10%	1%	-5%[11.7 µM]	0%
MBNL1 CUG block	?	-14%	?	-2%	?	-19%	3%	-2%	12%	-4%
ELG1 DNA repair	1%	-1%	5%	?	5%	?	-5%	1%	1%	·
RORg inh	-4%	24%	-4%	0%	-16%	10%	6%	-11%	33%	11µM*
KCNH2 3.1 inh	2	-1	-3	12	7	10	1	20	21	27
FLuc modulator	2%	1%	-3%	-4%	-10%	-16%	2%	1%	0%	11µM*
Rab9 prom act	-3%	8%	4%	0%	-4%	8%	-4%	8%	-1%	·
NPC1 promoter act	-2%	-1%	1%	6%	0%	2%	-5%	1%	-2%	·
Mito fusion yeast	0%	13%	6%	0%	3%	3%	5%	1%	-2%	-2%
Gal4-VP16 FLuc	5%	9%	-1%	-12%	-20%	4%	-12%	-12%	2%	?

Carrying on.
Each structure is followed by: PKM2 activator	Menin MLL FP TR	MBNL1 CUG block	ELG1 DNA repair	RORg inh	KCNH2 3.1 inh	FLuc modulator	Rab9 prom act	NPC1 promoter act	Mito fusion yeast	Gal4-VP16 FLuc
11: O=C(NCc1ccccn1)Nc1cccc(NC(=O)NCc2ccccn2)c1
  5%	11%	-3%	?	?	-3	?	2%	-4%	3%	-3%
12: O=C(O)CCc1nc(-c2ccccc2Cl)no1
  2%	13%	-2%	0%	20%	15	-11%	-1%	2%	0%	-12%
13: COC(=O)c1cc(OC)c(OC)cc1NC(=S)N1CCCC1
  -1%	-8%	-4%	-16%	17%	0	-1%	0%	-1%	8%	-10%
14: COc1nc(OC)nc(N2CCC(C(=O)NCc3ccco3)CC2)n1
  -5%	3%	7%	-14%	-4%	-4	-1%	-5%	-2%	7%	5%
15: CN(CC(=O)Nc1ccc(F)cc1)C(=O)Cc1ccsc1
  ·	·	·	6%	·	-10	3%	-3%	1%	-1%	·
16: COc1ccccc1C(=O)NC(=O)COC(=O)Cn1[nH]c(=O)c2ccccc2c1=O
  ·	·	·	23%	·	-9	3%	-3%	1%	-10%	·
17: O=C(NCCc1cccs1)C1CC(c2c(Cl)cccc2Cl)=NO1 (stereo not given)
  -9%	-21%	7%	?	?	6	?	1%	10%	-6%	2%
18: Cc1ccc(O)c(NC(=O)C2=CC(c3cccs3)=NS(=O)(=O)N2C)c1
  -1%	?	?	9%	25%	3	5%&-11%	0%	0%	1%	2%
19: CN1CCN(c2ccc([N+](=O)[O-])cc2NC(=O)c2ccccc2Cl)CC1
  5%	4%	?	7%	5%	-6	1%	0%	5%	0%	-8%

An excerpt. The share of hits here may be higher or lower than overall.
